# High-throughput results as filed in PubChem.
# HSF1 inh – HSF1 inhibition; NIH3T3-HGL HSE-luciferase, MG132-induced, luminescence 8 h; stronger effect = lower value; activity change, negative = inhibition, % at 7.5 µM (by protocol); 0.77% of 300,000 active;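 active = more than half of replicate wells show activity change below -50%, luminescence cut by over half; inconclusive = some wells, but at most half, below -50%; inactive = no replicate well below -50%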;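 also: luciferase reports HSF-1 transcriptional activity via heat shock element; 0% = median of DMSO wells and -100% = zero luminescence signal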
# PolyA inh – yeast polyadenylation inhibition. S. cerevisiae SKY197-pL101 polyadenylation reporter, beta-gal luminescence; efflux-impaired pdr1/pdr3 knockout yeast; score 100 = 6 SD above DMSO. calls only at 12 µM. 0.02% of 300,000 active;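 active = lowest replicate activity score at least 50, where 100 means six control SD above control mean; inconclusive = lowest score under 50 but half or more replicates reach 50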;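 also: yeast exposed to compound for 9 h at 30 °C; higher score means more reporter readthrough which indicates perturbed polyadenylation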
# HSF1 activator – increases HSF-1 driven luciferase reporter signal | NIH3T3-HGL HSF-1 luciferase reporter, MG132, 8 h; 100% = twice DMSO control signal | 1.7% of 300,000 active | activation, % at 9 µM | AID 504408;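 active = mean replicate activation of at least 50% with a set share of replicates each reaching 50%; inconclusive = only one of those two conditions met; inactive = mean below 50% and too few replicates reaching it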;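 also: 0% = median of the neutral control wells and 100% = twice that signal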
# AI-2 QS mod – Vibrio harveyi AI-2 quorum sensing modulation; activity change, % at 7.5 µM; AID 2094; Vibrio harveyi JMH597 AI-2 luminescence/OD600 ratio, 9 h; stronger effect = lower value; strain lacks LuxN and CqsS sensors; 0 = neutral-control median; 0.4% of 300,000 active; in the data active = activity change below about -75%, passing the limit was not always enough; inconclusive = no clear call, values can overlap the other calls;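 also: luminescence divided by OD600 gain over 9 h not by final OD600 alone; inactives centre near 13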
# Dyrk1A ADPGlo – blocks rat Dyrk1A kinase activity; ADP-Glo luminescence, NFATc1 peptide; inhibition, % at 12.5 µM; 0.43% of 310,000 active; in the data active = inhibition above about 50%;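 also: plate controls were vehicle with enzyme for no effect and no enzyme for full effect; many of its hits are not listed in these tables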
# Platelet DG rel – modulates dense granule release in human platelets; AID 1663; inhibition, %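 (compounds screened at 7.5 µM in platelet-rich plasma)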; human platelet-rich plasma, SFLLRN dense granule ATP release, luminescence; 0.22% of 300,000 active;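 active = mean replicate score, as percent of positive control, at or above 50; inconclusive = mean below 50 but at least one replicate at or above 50; inactive = mean and every replicate below 50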
# GSK3beta inhib – inhibitors of human GSK3beta kinase; P49841; GST-GSK3beta kinase, ADP-Glo luminescence, 60 min; stronger effect = lower value; activity score (negative = inhibition), % at 10 µM; 0.038% of 300,000 active; AID 2097;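 active = more than half of replicate wells score below -50%, meaning over 50% inhibition versus plate controls; inconclusive = some replicates but at most half score below -50%; inactive = no replicate scores below -50%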;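 also: 0% = median DMSO wells and -100% = median GW8510 positive control wells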
# Target sequence (P49841 whole entry, looked up): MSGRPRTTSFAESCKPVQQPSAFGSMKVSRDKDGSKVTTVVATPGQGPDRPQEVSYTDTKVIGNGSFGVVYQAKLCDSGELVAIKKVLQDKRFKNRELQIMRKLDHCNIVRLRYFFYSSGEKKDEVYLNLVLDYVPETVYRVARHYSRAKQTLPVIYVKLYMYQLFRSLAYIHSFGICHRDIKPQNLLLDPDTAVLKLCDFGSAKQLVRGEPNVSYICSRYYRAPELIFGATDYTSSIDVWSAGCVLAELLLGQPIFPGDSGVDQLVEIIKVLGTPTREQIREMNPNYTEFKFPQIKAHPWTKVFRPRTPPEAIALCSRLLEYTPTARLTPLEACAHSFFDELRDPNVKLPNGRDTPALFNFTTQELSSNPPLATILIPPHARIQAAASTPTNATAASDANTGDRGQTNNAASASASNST
#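 Assay system: GST-tagged human GSK3beta kinase, cell-free; Input: 1.6 ng GSK3beta; Medium: Tris/MgCl2 kinase buffer; Timing: 60 min enzyme reaction, room temperature; Signal: ADP-Glo luminescence quantifying ADP generated by kinase; Evaluation: score relative to plate controls; Benchmarks: DMSO neutral wells and GW8510 at 20 µM as positive.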
# HSP90 inh – inhibitors of HSP90 luciferase refolding in rabbit reticulocyte lysate | 0.91% of 290,000 active | inhibition, % at 5.6 µM | luciferase refolding luminescence, 3 h | AID 1789;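 active = inhibition above the screen-wide mean plus 3 SD, computed separately per campaign, cut at about 16% in these data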;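 also: 0% = DMSO wells and 100% = 60 µM geldanamycin wells; inhibitors lower the luminescence because luciferase stays unfolded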
# GSK3 alpha inh – blocks human GSK-3 alpha kinase. P49840. ADP-Glo luminescence, 60 min. 0.1% of 320,000 active. inhibition, % at 10 µM;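 in the data active = inhibition above about 50%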;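 also: GST-tagged GSK-3 alpha with peptide substrate and 25 µM ATP; 0% = DMSO neutral wells and 100% = GW8510 positive control wells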
# HDAC3 inhib – blocks human histone deacetylase 3. 0.15% of 320,000 active. recombinant HDAC3, fluorogenic peptide/trypsin coupled, fluorescence. O15379. inhibition, % at 8.3 µM; in the data active = inhibition above about 26%, passing the limit was not always enough; inconclusive = no clear call, values can overlap the other calls
# Target sequence (O15379 whole entry, looked up): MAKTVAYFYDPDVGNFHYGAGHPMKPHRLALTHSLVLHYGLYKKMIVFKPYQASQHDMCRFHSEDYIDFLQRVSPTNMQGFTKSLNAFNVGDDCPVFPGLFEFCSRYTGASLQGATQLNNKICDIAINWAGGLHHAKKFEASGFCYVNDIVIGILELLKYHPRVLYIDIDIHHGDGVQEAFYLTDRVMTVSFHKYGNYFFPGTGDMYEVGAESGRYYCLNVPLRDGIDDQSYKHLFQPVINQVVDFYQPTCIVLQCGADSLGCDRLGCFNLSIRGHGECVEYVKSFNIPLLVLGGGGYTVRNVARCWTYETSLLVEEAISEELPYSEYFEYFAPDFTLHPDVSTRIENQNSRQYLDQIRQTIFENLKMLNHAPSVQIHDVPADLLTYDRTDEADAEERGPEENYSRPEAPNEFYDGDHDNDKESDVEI
# * = called active by the depositor; i = inactive; u = inconclusive; x = no result given.
SMILES	HSF1 inh	PolyA inh	HSF1 activator	AI-2 QS mod	Dyrk1A ADPGlo	Platelet DG rel	GSK3beta inhib	HSP90 inh	GSK3 alpha inh	HDAC3 inhib
N/C(Cc1cccs1)=N\OC(=O)COc1ccc(Br)cc1Cl	32	i	48	3	11	6	-4	-3	-3	-2
Cc1ccc(C2CC(c3cccc(Cl)c3)n3nc(N)nc3N2)cc1 (stereo not given)	-9	i	-13	8	5	1	0	1	x	-4
O=C(CN1CCCC1)Nc1ccccc1Sc1ccccc1	1	i	4	9	x	-2	-1	1	-1	3
COc1ccc(N2C(=O)/C(=C/c3cccnc3)NC2=S)cc1	6	i	0	14	-3	-7	2	-3	8	5
O=C(NCCO)/C(=C/c1ccc2c(c1)OCO2)NC(=O)c1ccc(Br)cc1	4	x	-20	10	-1	-4	1	-1	1	6
CN(c1cccc(NC(=O)CN(c2cccc(Cl)c2)S(=O)(=O)c2ccccc2)c1)S(C)(=O)=O	5	i	8	22	-2	6	-1	2	-2	2
COc1cc(CN2CCC(Oc3cc(C(=O)NC4CC4)ccc3OC)CC2)cc(OC)c1	-11	i	-7	8	-3	-2	x	-2	-1	-2
Nc1nc(NCc2c(F)cccc2Cl)nn1-c1ccccc1	-5	i	-4	13	0	6	-20	3	1	0
COc1ccccc1N1CCN(CC(O)c2ccc3cc[nH]c3c2)CC1 (stereo not given)	-8	i	-13	35	15	-1	1	0	3	x
CN1CCC(=NNC(=O)CN(c2cccc(Cl)c2)S(C)(=O)=O)CC1	2	i	-7	5	0	-1	-2	0	11	-4
CCn1c2ccccc2c2cc(NC(=O)COc3ccccc3OC)ccc21	-2	i	0	10	1	-13	0	4	-1	7
CC(=O)c1cccc(NC(=O)CCCSc2ccccc2)c1	4	i	5	x	9	9	x	-4	0	-2
N#C/C(C(N)=O)=c1/ccc2c(c1)N1C3=C(CCCC3)CC3CCCCC31N=2 (stereo not given)	-13	i	-11	75	x	3	-3	6	10	5
Cc1cc(C)c(C2C(C#N)=C(N)Oc3n[nH]c(C)c32)cc1CN1CCCC1 (stereo not given)	4	i	0	10	-3	2	-5	6	-2	u
O=C(NNC(=O)c1cccs1)c1ccc2ccccc2c1	15	i	15	13	-5	-5	-1	-2	-1	-5
CCN(CC)C(=O)/C(=C\c1ccc(Br)cc1)NC(=O)c1ccccc1OC	5	i	14	21	-1	2	3	2	5	-5
CC(=O)c1cccc(NS(=O)(=O)c2cc3c(cc2C)NC(=O)CO3)c1	-9	i	13	6	-6	-2	1	-2	-2	9
Nc1cccnc1Sc1ccc([N+](=O)[O-])cn1	-3	i	8	17	-2	9	0	2	x	x
CCOC(=O)C(C(=O)OCC)C(Nc1ccccc1)c1ccccc1 (stereo not given)	37	i	45	31	-2	-5	-2	-1	-1	-3
O=C(NCCN1CCOCC1)c1ccc2c(c1)N(Cc1ccccc1F)C(=O)c1ccccc1S2	6	i	6	26	0	2	-1	2	-4	x
CC(C)n1nc(C(=O)NCc2ccc3c(c2)OCO3)c2ccccc2c1=O	0	i	-6	35	-2	-5	2	-2	-2	6
CN(CCC#N)S(=O)(=O)c1ccc2[nH]cc(C(=O)NCCc3ccccc3)c(=O)c2c1	0	i	-10	23	-1	-2	2	-2	-2	0
Cc1ccc(NC(=O)CCn2cccc2)cc1C	2	i	6	-59	-1	6	0	0	-1	1
COc1ccc(CCNC(=O)CS(=O)Cc2nc(-c3cccs3)oc2C)cc1OC (stereo not given)	7	i	7	22	-6	2	0	-3	-2	1
COc1ccc(S(=O)(=O)N2CCC(NC(=O)C3CCCCC3)CC2)cc1	-4	i	-19	17	-4	8	1	1	-2	1
CCOC(=O)c1sc(NC(=O)CCCCl)nc1C	5	i	2	6	x	11	-16	-3	5	-6
O=C(Nc1ccc(F)cc1Cl)C1=COCCO1	7	i	7	16	-6	8	2	x	0	-7
O=C(c1cc2nc(-c3ccccc3)cc(-c3ccccc3)n2n1)N1CCCC1	-1	i	-7	14	4	3	0	1	2	3
NC1=NC[C@@H](Cc2ccc(O)cc2)N1CCc1cccc2ccccc12	1	i	-9	15	4	4	-1	x	-1	6
CCOC(=O)[C@@H]1[C@H]2COc3cc(OC)ccc3[C@@H]2N2C(=O)N(c3ccc(Cl)cc3)C(=O)[C@]12C	12	i	-2	18	11	4	2	x	-1	11
CCCN1CCN(S(=O)(=O)c2cn(C)nc2C)CC1	2	i	-14	3	3	-11	0	-1	0	-1
O=C(Cn1c(CO)nc2ccccc21)Nc1ccccc1Cl	-1	i	3	-5	1	-9	0	0	0	-1
Cc1ccc(S(=O)(=O)N2CCN(C)CC2)cc1C	-4	i	7	14	12	1	-4	-1	-1	1
COC(=O)c1sccc1NC(=O)Nc1ccc(OC)cc1OC	-2	i	1	2	x	-33	-4	1	0	11
Cc1ccc(C)c(OCCC(=O)OCC(=O)NCc2ccc(F)cc2)c1	-2	i	6	5	7	9	-1	-1	-2	-1
CS(=O)(=O)c1ccc(N)cc1	1	i	-4	10	4	5	2	-1	-3	-1
CCN(C(=O)COC(=O)/C=C/c1nc2ccccc2s1)C1CCS(=O)(=O)C1 (stereo not given)	14	i	17	10	-9	0	-1	-4	-2	-2
Cc1cc(C)nc(SC(C)CNS(=O)(=O)c2ccccc2)n1 (stereo not given)	-1	i	-1	29	-7	-2	0	0	-5	-5
O=C(Cc1ccc([N+](=O)[O-])cc1)Nc1cccnc1	-7	i	18	14	0	1	1	2	0	-5
CC1(c2nnc(-c3ccc(F)cc3)o2)CC(c2ccc(Cl)cc2)=NO1 (stereo not given)	0	i	-2	11	-5	-3	3	x	0	5
O=C(Nc1ccc(-c2nc3ccccc3[nH]2)cc1)c1ccco1	29	i	40	8	1	0	2	0	-5	4
O=C(Nc1cccc(-c2csc(Nc3cccc(C(F)(F)F)c3)n2)c1)c1ccccc1	-5	i	-13	46	-2	-10	1	x	0	-5
CCSC(=O)CCCCCCCCCCCO	-2	i	-23	11	-1	-49	3	-3	-2	6
O=[N+]([O-])c1ccc(F)cc1Oc1nc(-c2cccnc2)nc2ccccc12	-5	i	-3	15	-4	22	4	3	0	-4
O=C(CN1CCCCCC1)N1c2ccccc2C=Cc2ccccc21	2	i	17	4	-1	0	4	-2	0	-2
S=C1NCCNC(=S)NCCOCCOCCOCCN1	-5	i	5	6	0	4	4	-7	1	4
CCCc1cc(=O)[nH]c(SCCOc2ccc(Cl)cc2)n1	1	i	14	18	x	2	-1	-3	0	-6
O=C(N/N=C/c1ccc([N+](=O)[O-])cc1)C(=O)N1CCCC1	8	x	32	29	5	6	0	-1	-2	7
Cc1cc(C)cc(OCC(=O)N/N=C\c2cn(C)nc2C)c1	-6	i	17	22	-3	5	-1	7	3	0
O=C1C(Cc2ccccc2)Nc2ncnc(N3CCCCC3)c2N1Cc1ccc(Cl)cc1 (stereo not given)	3	i	6	20	-10	0	1	x	0	11

# Next section:
SMILES	HSF1 inh	PolyA inh	HSF1 activator	AI-2 QS mod	Dyrk1A ADPGlo	Platelet DG rel	GSK3beta inhib	HSP90 inh	GSK3 alpha inh	HDAC3 inhib
COc1ccc(NC(=O)Cc2nnc(SCC(=O)NC3CCCC3)n2C)cc1	-1	i	13	-1	-5	3	0	5	-2	6
COc1ccc(N2CCC(CNC(=S)Nc3cc(C)cc(C)c3)C2)cc1 (stereo not given)	9	x	12	9	-3	-3	2	4	-3	1
CN(C)c1ccc(C(CNC(=O)c2ccco2)N2CCCC2)cc1 (stereo not given)	-8	i	-2	26	1	8	-3	-3	0	0
FC(F)(F)c1ccc(NCc2ccccn2)nc1	11	i	6	-3	4	8	1	2	-3	0
CCC1(C)Cc2ccccc2-c2nc(NCCO)n(-c3ccccc3)c(=O)c21 (stereo not given)	-1	i	22	21	6	-7	0	3	-2	-49
CS(=O)(=O)N(CC(=O)NCc1ccccc1)c1ccc(Cl)cc1	0	i	10	-1	1	1	-5	3	0	-4
CC(C)(C)c1cc2nc(N)nc(N)n2n1	1	i	-3	3	-7	2	-1	1	3	2
CC1CCN(S(=O)(=O)c2ccc(Oc3ccc([N+](=O)[O-])cc3)cc2)CC1	4	i	-8	12	-6	-3	-2	-1	-1	4
COc1cc2c(cc1NC(=O)CN1CCN(S(=O)(=O)c3ccc(C)cc3)CC1)oc1ccccc12	-3	i	-12	-1	6	1	-1	1	-2	-6
Cc1cc(C)nc(CCNC(=O)c2cc(COc3c(F)cccc3F)on2)n1	3	i	22	16	-1	2	2	0	-3	-4
c1ccc(N2CCCCC2)c(NC2=NCCC2)c1	1	i	-11	22	7	7	1	0	-6	-2
COC(=O)c1c(C)oc(C)c1S(=O)(=O)NCC1CC1	-11	i	-27	12	x	4	-4	3	-3	-5
CN(CC(=O)NCc1ccco1)S(=O)(=O)c1ccc(F)cc1	-4	i	-8	26	2	-2	-3	-2	0	1
COc1ccc(C(CNC(=O)c2ccc(S(=O)(=O)N3CCOCC3)cc2)N2CCCCC2)cc1 (stereo not given)	-5	i	-9	-9	-7	0	1	3	3	0
CSc1ccccc1NC(=O)C1C2CCC(C2)C1C(=O)O (stereo not given)	0	i	6	26	-2	2	1	-2	2	2
CCOC(=O)N1CCN(Cc2nc(-c3ccc(OC)cc3)no2)CC1	-3	i	12	8	-2	3	5	0	0	2
CN(C)c1nc(NCc2ccccc2)nc(N/N=C/c2cccc(Br)c2)n1	9	i	22	13	-3	-7	-2	0	-6	1
Cc1ccc(C(=O)N(CC(C)C)c2c(N)n(Cc3ccccc3)c(=O)[nH]c2=O)o1	-1	i	34	28	5	19	1	x	0	-1
CC(C)(C)NC(=O)CN(C(=O)CS(=O)CC(=O)Nc1ccc(F)cc1)c1cccc(F)c1 (stereo not given)	-7	i	2	-2	-4	0	0	-2	-2	4
Cc1ccc(Oc2nc3ccccc3n3c(C)nnc23)c(C)c1	-4	i	1	11	-4	-25	1	-1	1	2
NS(=O)(=O)c1c(Sc2ccccc2C(=O)O)ccc2ccccc12	-19	i	-23	10	x	-3	2	23*	0	1
Cc1[nH]c2ccc(C(=O)N3CCN(c4ccccn4)CC3)cc2c1C	5	i	-6	13	-8	-5	1	1	1	2
CCOc1cc(/C=C2\N=C3CCCCCN3C2=O)ccc1O	1	i	13	56	22	1	-12	-1	38	5
CCCN1CCC(NC(=O)Cc2ccccc2C)CC1	2	i	3	32	x	-3	3	-4	-2	u
Oc1cccc(NC(=S)Nc2ccccc2)c1	-5	i	-16	16	5	-1	-1	-1	-1	-5

# An excerpt, so the mix of outcomes need not match the whole.
